TcdB GH inh: inhibitors of Clostridioides difficile toxin B glycohydrolase | P18177 | TcdB glycohydrolase enzymatic assay, plate reader | inhibition, % at 9.99 µM | 0.24% of 350,000 active | AID 652162; in the data active = inhibition above about 10%
Active calls of the source: *.

SMILES	TcdB GH inh
CCCC(=O)N1CC2(C1)CN(Cc1cccnc1)[C@H](CO)c1[nH]c3cc(OC)ccc3c12	0.5
O=C(C[C@@H]1CC[C@@H]2[C@H](COC[C@@H](O)CN2Cc2ccncc2)O1)NCC1CC1	0.4
CC(C)NC(=O)N(C)C[C@@H]1Oc2ccc(N(C)C)cc2CC(=O)N([C@H](C)CO)C[C@H]1C	-8.2
O=C(C[C@H]1CC[C@H]2[C@@H](COC[C@@H](O)CN2C(=O)c2ccccc2F)O1)NCc1ccc(Cl)cc1	-0.2
Cc1ccc(-c2ccc3c(c2)O[C@@H](CN(C)C(=O)CN(C)C)[C@H](C)CN([C@@H](C)CO)S3(=O)=O)cc1	-0.3
C[C@@H]1CN([C@@H](C)CO)S(=O)(=O)c2ccc(C#CC3CC3)cc2O[C@H]1CN(C)Cc1cccc(F)c1	-0.4
C[C@H]1CN([C@@H](C)CO)C(=O)Cc2cc(NC(=O)c3ccncc3)ccc2O[C@@H]1CN(C)C	-1.1
C[C@H](NC(=O)C[C@H]1CC[C@@H](NC(=O)C2CC2)[C@H](CO)O1)c1ccccc1	0.4
C[C@@H]1CN([C@H](C)CO)C(=O)c2cc(N(C)C)ccc2O[C@@H](C)CCCCO[C@H]1CN(C)S(=O)(=O)c1ccc(F)cc1	-4.9
CC(C)[C@@H](C)NC(=O)N(C)C[C@@H]1OCc2ccccc2-c2c(n(C)c3ccccc23)C(=O)N([C@H](C)CO)C[C@@H]1C	0.5
CCC(=O)Nc1ccc2c(c1)C(=O)N(C)C[C@@H](OC)[C@H](C)CN(Cc1ccccc1OC)[C@@H](C)CO2	-6.5
Cc1noc(C)c1NC(=O)Nc1ccc2c(c1)C(=O)N([C@H](C)CO)C[C@H](C)[C@H](CN(C)S(=O)(=O)c1cccs1)OCCCC[C@@H](C)O2	-1.1
O=C(Cc1ccncc1)Nc1ccc2c(c1)[C@H]1C[C@H](CC(=O)N3CCCCC3)O[C@@H](CO)[C@H]1O2	-1.3
Cc1noc(C)c1S(=O)(=O)Nc1ccc2c(c1)C(=O)N([C@H](C)CO)C[C@@H](C)[C@@H](CN(C)S(=O)(=O)c1ccc(Cl)cc1)OCCCC[C@H](C)O2	0.4
CC(C)NC(=O)Nc1ccc2c(c1)C(=O)N([C@H](C)CO)C[C@@H](C)[C@H](CN(C)S(C)(=O)=O)O2	0.7
CCS(=O)(=O)N[C@@H]1C=C[C@@H](CC(=O)NCc2ccc(F)cc2)O[C@H]1CO	0.5
C[C@@H]1CN([C@H](C)CO)C(=O)c2cccc(NS(=O)(=O)c3ccccc3)c2O[C@@H]1CN(C)S(=O)(=O)c1ccccc1	-0.1
C[C@@H]1CN([C@H](C)CO)C(=O)c2c(c3ccccc3n2C)-c2ccccc2CO[C@@H]1CN(C)C(=O)c1ccc(F)cc1	1.1
C[C@@H](O)C#Cc1ccc([C@H]2[C@H]3CN(S(=O)(=O)c4ccccc4)CCCCN3[C@H]2CO)cc1	-0.2
C[C@@H]1CN([C@H](C)CO)C(=O)Cc2cc(NC(=O)CCCCCC(=O)Nc3ccccc3N)ccc2O[C@H]1CN(C)Cc1ccc(-c2ccccc2)cc1	1.7
COc1ccccc1S(=O)(=O)N1CC[C@@H]2[C@@H](CO)Nc3ccc(-c4ccccc4)cc3[C@@H]21	0.4
Cc1noc(C)c1NC(=O)Nc1ccc2c(c1)C(=O)N([C@H](C)CO)C[C@H](C)[C@H](CN(C)C(=O)Nc1c(C)noc1C)O2	0.7
COc1ccccc1C#Cc1cnc2c(c1)C(=O)N([C@H](C)CO)C[C@H](C)[C@@H](CN(C)C(=O)CN(C)C)O2	-0.2
COc1ccc(S(=O)(=O)Nc2ccc3c(c2)C(=O)N([C@@H](C)CO)C[C@H](C)[C@@H](CN(C)C(=O)Nc2cccc4ccccc24)OCCCC[C@@H](C)O3)cc1	0.4
COc1ccc(NC(=O)Nc2ccc3c(c2)C(=O)N([C@@H](C)CO)C[C@H](C)[C@H](CN(C)C(=O)Nc2ccc4c(c2)OCO4)OCCCC[C@H](C)O3)cc1	-0.3
(list continues)
SMILES	TcdB GH inh
C[C@@H]1CN([C@@H](C)CO)C(=O)Cc2cc(NC(=O)Nc3ccc(F)cc3)ccc2O[C@H]1CN(C)CC1CCCCC1	-0.2
O=C(Nc1ccccc1F)N1CCCCN2[C@H](C1)[C@H](c1ccc(/C=C/c3ccccc3)cc1)[C@@H]2CO	-0.3
C[C@H]1CN([C@@H](C)CO)S(=O)(=O)c2ccc(C#Cc3ccccn3)cc2O[C@@H]1CN(C)C	-0.9
O=C(NCC1CC1)[C@@H]1[C@@H](CO)[C@@H]2Cn3c(ccc(-c4cccnc4)c3=O)[C@@H]2N1Cc1cocn1	1.0
Cc1cc(C(=O)Nc2cccc3c2O[C@H](CN(C)Cc2ccc(Cl)c(Cl)c2)[C@H](C)CN([C@H](C)CO)C3=O)n(C)n1	0.0
CC(C)C(=O)Nc1ccc2c(c1)C(=O)N(C)[C@H]1CC[C@@H](CC(=O)NCCCN(C)C)O[C@H]1CO2	-10.2
C[C@H]1CN([C@@H](C)CO)C(=O)c2cccc(NS(=O)(=O)c3ccc(F)cc3)c2O[C@H]1CN(C)Cc1ccc(-c2ccccc2)cc1	1.8
O=C(C[C@@H]1C=C[C@H](NC(=O)c2ccccn2)[C@@H](CO)O1)NCc1cccc(F)c1	0.5
N#C[C@@H]1[C@H](c2ccc(C#Cc3ccc(F)cc3)cc2)[C@@H](CO)N1c1nc(-c2ccccc2)cs1	-0.7
CO[C@@H]1CN(C)C(=O)c2ccc(NC(C)=O)cc2OC[C@H](C)NC[C@H]1C	0.5
C[C@@H]1CN([C@@H](C)CO)C(=O)c2cc(-c3cccc(F)c3)cnc2O[C@H]1CN(C)S(=O)(=O)c1cccc(F)c1	1.9
C[C@H]1CN([C@@H](C)CO)C(=O)c2cc(NS(=O)(=O)c3ccc(F)cc3)ccc2O[C@H]1CN(C)C(=O)Nc1ccc(C(F)(F)F)cc1	-1.1
C[C@H]1CN([C@@H](C)CO)C(=O)c2cc(NS(=O)(=O)c3ccccc3)ccc2O[C@H]1CN(C)Cc1ccccc1	0.1
C[C@H](O)C#Cc1cnc2c(c1)C(=O)N([C@@H](C)CO)C[C@H](C)[C@H](CN(C)Cc1ccccn1)O2	-0.1
CC(C)CC#Cc1cnc2c(c1)C(=O)N([C@H](C)CO)C[C@@H](C)[C@H](CN(C)Cc1ccc(F)cc1)O2	0.6
Cc1noc(C)c1S(=O)(=O)N(C)C[C@H]1Oc2ccc(NC(=O)Cn3cnnn3)cc2CC(=O)N([C@H](C)CO)C[C@@H]1C	0.1
COc1ccc(NC(=O)Nc2ccc3c(c2)C(=O)N([C@H](C)CO)C[C@@H](C)[C@@H](CN(C)Cc2ccc4c(c2)OCO4)O3)cc1	-0.1
COc1ccc2c3c(n(C)c2c1)[C@@H](CO)N(C(=O)CN(C)C)CC31CCN(Cc2cccnc2)CC1	-1.2
C/C=C/c1ccc([C@@H]2[C@H](CO)N(C(=O)COC)[C@H]2CNC(=O)CC)cc1	0.3
CC(C)C#Cc1cnc2c(c1)C(=O)N([C@@H](C)CO)C[C@H](C)[C@H](CN(C)C(=O)c1ccccc1F)O2	-2.0
C[C@@H]1CN([C@H](C)CO)C(=O)Cc2cc(NS(C)(=O)=O)ccc2O[C@@H]1CN(C)Cc1ccc(Cl)c(Cl)c1	0.4
COc1ccccc1-c1ccc([C@@H]2[C@@H](CO)N3CCCCN(S(=O)(=O)c4cn(C)cn4)C[C@@H]23)cc1	0.0
O=C(C[C@H]1CC[C@@H]2[C@H](COC[C@H](O)CN2C(=O)c2cccnc2)O1)NC1Cc2ccccc2C1	-0.6
Cc1noc(C)c1S(=O)(=O)N(C)C[C@H]1Oc2c(NS(=O)(=O)c3cn(C)cn3)cccc2C(=O)N([C@@H](C)CO)C[C@@H]1C	0.3
CCC(=O)N1[C@H](CO)[C@@H](c2ccc(-c3ccc(F)cc3)cc2)C12CN(C(C)=O)C2	-0.4
Additional results follow:
SMILES	TcdB GH inh
COc1ccccc1CNC(=O)C[C@@H]1C[C@H]2c3cc(NC(=O)C4CCC4)ccc3O[C@H]2[C@@H](CO)O1	-0.9
O=C(C[C@@H]1C=C[C@@H](NC(=O)Nc2ccc(F)cc2)[C@@H](CO)O1)NCc1ccccn1	0.5
CCCNC(=O)N1C[C@@H]2[C@H](c3ccccc31)[C@@H](CO)N2Cc1ccc(OC)cc1	-1.2
C[C@H]1CN([C@@H](C)CO)C(=O)c2cccc(NS(=O)(=O)c3ccc(F)cc3)c2O[C@@H]1CN(C)C(=O)Nc1cccc2ccccc12	-0.4
CCCNC(=O)C[C@@H]1CC[C@H]2[C@H](COc3ccc(NC(=O)c4cc(C)on4)cc3C(=O)N2C)O1	-0.1
CNC[C@H]1Oc2ccc(NC(=O)Nc3ccccc3)cc2CC(=O)N([C@@H](C)CO)C[C@@H]1C	0.4
CC(C)NC(=O)N1CC2(C1)[C@H](c1ccccc1)[C@H](CO)N2C(=O)C1CCCC1	1.4
C=CCNC(=O)[C@H]1[C@@H]2C(=O)O[C@@H](c3ccccc3)[C@@H](c3ccccc3)N2[C@@H](c2ccc(OCCO)cc2)[C@]12C(=O)N(C(=O)OCCOC)c1ccc(C#Cc3ccc(OC)cc3)cc12	-0.6
COc1ccc(NC(=O)N(C)C[C@H]2OCCCC[C@H](C)Oc3ccc(NS(=O)(=O)c4ccccc4)cc3C(=O)N([C@@H](C)CO)C[C@@H]2C)cc1	-1.6
CN1c2ccc(C#Cc3ccc(F)cc3)cc2[C@@H]2[C@@H](CCN2S(=O)(=O)c2ccccc2F)[C@H]1CO	-1.4
CC(C)NC(=O)Nc1cccc2c1O[C@@H](CN(C)C(=O)NC(C)C)[C@H](C)CN([C@H](C)CO)C2=O	-0.8
CN1C(=O)c2cc(NC(=O)c3ccccc3)ccc2OC[C@@H]2O[C@H](CC(=O)NC3CCCC3)CC[C@@H]21	0.6
C[C@@H](NC(=O)C[C@@H]1C[C@H]2c3cc(NC(=O)Nc4ccccc4F)ccc3O[C@H]2[C@@H](CO)O1)c1ccccc1	-1.0
N#Cc1cccc(-c2ccc3c(c2)[C@@H]2[C@@H](CCN2Cc2ccc4c(c2)OCO4)[C@@H](CO)N3)c1	-0.1
C[C@H](CO)N1C[C@H](C)[C@@H](CN(C)Cc2ccc(C(=O)O)cc2)Oc2ncc(C3=CCCCC3)cc2C1=O	-2.1
C[C@@H]1CN([C@@H](C)CO)S(=O)(=O)c2ccc(-c3ccc(F)cc3)cc2O[C@@H]1CN(C)CC1CC1	0.2
COc1ccc(CNC(=O)C[C@H]2C[C@@H]3c4cc(NC(=O)C5CCC5)ccc4O[C@@H]3[C@H](CO)O2)cc1	-7.7
CN(C)C(=O)c1cccc(-c2ccc([C@@H]3[C@@H](C#N)N(C(=O)C4CCC4)[C@@H]3CO)cc2)c1	1.3
O=C(Nc1ccc(F)cc1)N1[C@H](CO)[C@H]2c3ccccc3NC[C@H]21	-0.2
C[C@@H]1CCCCO[C@@H](CN(C)C(=O)c2ccccc2)[C@H](C)CN([C@H](C)CO)C(=O)c2cc(NC(=O)NC3CCCCC3)ccc2O1	0.1
Cc1cccc(S(=O)(=O)N[C@@H]2CC[C@@H](CCn3cc(-c4ccccn4)nn3)O[C@@H]2CO)c1	-0.5
C[C@H]1CN([C@@H](C)CO)C(=O)c2cccc(NC(=O)NC3CCCCC3)c2O[C@H]1CN(C)Cc1ccc2c(c1)OCO2	0.8
CO[C@@H]1CN(C)C(=O)c2ccc(NC(=O)NC(C)C)cc2OC[C@@H](C)N(C(=O)NC(C)C)C[C@@H]1C	-0.9
COc1cccc(-c2ccc3c(c2)[C@@H]2[C@@H](CCN2C(=O)C2CC2)[C@@H](CO)N3)c1	0.6
Cc1noc(C)c1NC(=O)N(C)C[C@@H]1Oc2c(NS(C)(=O)=O)cccc2C(=O)N([C@@H](C)CO)C[C@@H]1C	-4.3
C[C@H](CO)N1C[C@H](C)[C@@H](CN(C)C(=O)Nc2ccc3c(c2)OCO3)Oc2ccc(NS(=O)(=O)c3ccc(Cl)cc3)cc2C1=O	-1.3
CN1C(=O)c2cc(NC(=O)C3CCCCC3)ccc2OC[C@H]2O[C@H](CC(=O)NCCc3ccncc3)CC[C@@H]21	0.2
C[C@@H]1CN([C@H](C)CO)C(=O)c2cccc(NC(=O)C3CCCCC3)c2O[C@H]1CN(C)Cc1ccc(Oc2ccccc2)cc1	-2.0
C[C@H]1CCCCO[C@@H](CN(C)C(=O)c2ccncc2)[C@@H](C)CN([C@@H](C)CO)C(=O)c2cc(NC(=O)c3ccncc3)ccc2O1	-0.1
O=C(NCC[C@@H]1CC[C@@H](NS(=O)(=O)Cc2ccccc2)[C@@H](CO)O1)C1CCCC1	1.2

Not a retest: an excerpt of the list.
SMILES	TcdB GH inh
COc1ccccc1CNC(=O)C[C@@H]1C[C@H]2c3cc(NC(=O)C4CCC4)ccc3O[C@H]2[C@@H](CO)O1	-0.9
O=C(C[C@@H]1C=C[C@@H](NC(=O)Nc2ccc(F)cc2)[C@@H](CO)O1)NCc1ccccn1	0.5
CCCNC(=O)N1C[C@@H]2[C@H](c3ccccc31)[C@@H](CO)N2Cc1ccc(OC)cc1	-1.2
C[C@H]1CN([C@@H](C)CO)C(=O)c2cccc(NS(=O)(=O)c3ccc(F)cc3)c2O[C@@H]1CN(C)C(=O)Nc1cccc2ccccc12	-0.4
CCCNC(=O)C[C@@H]1CC[C@H]2[C@H](COc3ccc(NC(=O)c4cc(C)on4)cc3C(=O)N2C)O1	-0.1
CNC[C@H]1Oc2ccc(NC(=O)Nc3ccccc3)cc2CC(=O)N([C@@H](C)CO)C[C@@H]1C	0.4
CC(C)NC(=O)N1CC2(C1)[C@H](c1ccccc1)[C@H](CO)N2C(=O)C1CCCC1	1.4
C=CCNC(=O)[C@H]1[C@@H]2C(=O)O[C@@H](c3ccccc3)[C@@H](c3ccccc3)N2[C@@H](c2ccc(OCCO)cc2)[C@]12C(=O)N(C(=O)OCCOC)c1ccc(C#Cc3ccc(OC)cc3)cc12	-0.6
COc1ccc(NC(=O)N(C)C[C@H]2OCCCC[C@H](C)Oc3ccc(NS(=O)(=O)c4ccccc4)cc3C(=O)N([C@@H](C)CO)C[C@@H]2C)cc1	-1.6
CN1c2ccc(C#Cc3ccc(F)cc3)cc2[C@@H]2[C@@H](CCN2S(=O)(=O)c2ccccc2F)[C@H]1CO	-1.4
CC(C)NC(=O)Nc1cccc2c1O[C@@H](CN(C)C(=O)NC(C)C)[C@H](C)CN([C@H](C)CO)C2=O	-0.8
CN1C(=O)c2cc(NC(=O)c3ccccc3)ccc2OC[C@@H]2O[C@H](CC(=O)NC3CCCC3)CC[C@@H]21	0.6

Screening data from PubChem.

The list is partial (hit frequency here may not be typical).
